Mtb UGM inh – blocks M. tuberculosis UGM enzyme. P9WIQ1. purified UGM, fluorescence polarization probe displacement. inhibition, % at 10 µM. actives 0.06% (n = 320,000). AID 504406; in the data active = inhibition above about 10%, passing the limit was not always enough; inconclusive = no clear call, values can overlap the other calls
Target sequence (P9WIQ1 whole entry, looked up): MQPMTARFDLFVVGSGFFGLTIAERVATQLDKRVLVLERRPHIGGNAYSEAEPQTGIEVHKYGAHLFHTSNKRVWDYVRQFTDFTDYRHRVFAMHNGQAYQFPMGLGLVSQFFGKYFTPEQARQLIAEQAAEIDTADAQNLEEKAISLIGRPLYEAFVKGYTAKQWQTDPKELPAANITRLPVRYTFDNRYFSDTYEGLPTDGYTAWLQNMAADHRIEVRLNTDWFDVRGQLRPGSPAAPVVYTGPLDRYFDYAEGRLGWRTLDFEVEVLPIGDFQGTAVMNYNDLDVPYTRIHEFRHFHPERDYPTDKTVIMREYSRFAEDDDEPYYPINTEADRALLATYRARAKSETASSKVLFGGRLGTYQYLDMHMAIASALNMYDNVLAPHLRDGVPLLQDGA
GDH-TPI counter – GDH-TPI coupled enzyme inhibition counter-screen | inhibition, % at 4.8 µM | actives 1.2% (n = 360,000) | GDH-TPI coupled enzyme counterscreen, NADH absorbance; in the data active = inhibition above about 30%;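 note: 0% = DMSO wells and 100% = wells lacking the enzyme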
MazF activator – activators of E. coli MazEF toxin-antitoxin RNase; activation, % at 20 µM; P0AE70; actives 0.32% (n = 350,000); FAM/BHQ RNA-DNA oligo cleavage fluorescence, 5 h; in the data active = activation above about 50%
Target sequence (P0AE70 whole entry, looked up): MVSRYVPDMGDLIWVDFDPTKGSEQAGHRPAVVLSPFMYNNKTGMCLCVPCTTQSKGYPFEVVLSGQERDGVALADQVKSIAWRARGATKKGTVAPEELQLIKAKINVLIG
Mtb BioA inh – blocks M. tuberculosis BioA enzyme activity | purified M. tuberculosis BioA enzyme, plate reader | inhibition, % at 9.99 µM | actives 0.096% (n = 360,000); in the data active = inhibition above about 40%; inconclusive = no clear call, values can overlap the other calls
BoNT F protease – blocks Botulinum neurotoxin F light chain protease | AID 588497 | Multiplex microsphere protease cleavage assay, flow cytometry | inhibition, % at 10 µM | actives 0.22% (n = 360,000); in the data active = inhibition above about 35%, passing the limit was not always enough; inconclusive = no clear call, values can overlap the other calls; note: plate controls were buffer without enzyme for full effect and enzyme alone for no effect
PrPC surface inh – reduces human prion protein on the cell surface. P04156. actives 0.43% (n = 370,000). AID 720596. inhibition, % at 13.8 µM. cell surface PrPC, TR-FRET read-out; in the data active = inhibition above about 24%; note: 0% = median of the test wells and 100% = reference compound wells
Mtb FBA inh – inhibitors of M. tuberculosis fructose-bisphosphate aldolase | purified M. tuberculosis FBA, fluorescence read-out | inhibition, % at 1 µM | actives 2.3% (n = 360,000); in the data active = inhibition above about 27%;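 note: 0% = vehicle and 100% = reference inhibitor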
FadD28 binding – blocks FadD28 binding to the bisubstrate probe; fluorescence polarization; inhibition, % at 12.5 µM; actives 0.22% (n = 360,000); in the data active = inhibition above about 8.5%, passing the limit was not always enough; inconclusive = no clear call, values can overlap the other calls
Rv3671c inh – Rv3671c (M. tuberculosis) protease inhibition | P9WHR9 | inhibition, % at 5.96 µM | actives 0.048% (n = 320,000) | AID 2606; in the data active = inhibition above about 38%;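 note: extracellular domain of Rv3671c used as enzyme; 0% = enzyme with DMSO and 100% = no enzyme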
Target sequence (P9WHR9 whole entry, looked up, the tested form may be a part): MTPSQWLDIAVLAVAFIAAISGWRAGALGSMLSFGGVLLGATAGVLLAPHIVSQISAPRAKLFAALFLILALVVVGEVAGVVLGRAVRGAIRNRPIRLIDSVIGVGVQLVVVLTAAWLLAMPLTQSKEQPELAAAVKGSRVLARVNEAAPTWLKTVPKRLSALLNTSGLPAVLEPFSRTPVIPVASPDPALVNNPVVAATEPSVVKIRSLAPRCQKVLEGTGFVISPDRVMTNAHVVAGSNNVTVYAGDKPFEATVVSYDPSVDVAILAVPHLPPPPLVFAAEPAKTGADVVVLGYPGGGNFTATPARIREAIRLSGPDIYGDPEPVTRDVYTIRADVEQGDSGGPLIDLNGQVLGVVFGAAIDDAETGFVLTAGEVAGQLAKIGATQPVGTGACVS
Numbers without * were called inactive; ? = inconclusive; / = no result given.

mol,Mtb UGM inh,GDH-TPI counter,MazF activator,Mtb BioA inh,BoNT F protease,PrPC surface inh,Mtb FBA inh,FadD28 binding,Rv3671c inh
O=C(Nc1ncc(Cc2cccc(Cl)c2)s1)c1cccs1,1.4,8,-2,-3.2,-23,14,1,-0.1,-41
CCSc1nnc(NC(=O)C2CCCCC2C(=O)OCC(F)(F)C(F)F)s1 (stereo not given),1.6,10,-6,-1.5,-2,4,-2,0.9,2
CC1CCCN(S(=O)(=O)c2cnc[nH]2)C1 (stereo not given),3.0,5,-7,-2.2,2,4,-1,0.1,-4
CC(C)[C@H](NC(=O)c1ccccc1F)C(=O)OCC(=O)Nc1sccc1C(N)=O,-0.6,1,2,-0.6,11,-4,0,-2.6,2
Cc1ccc(NC(=O)c2nc[nH]c2C(=O)NCCN(CCNC(=O)c2[nH]cnc2C(=O)Nc2ccc(C)cc2)CCNC(=O)c2[nH]cnc2C(=O)Nc2ccc(C)cc2)cc1,-1.0,3,-214,-3.5,-6,-6,0,-1.2,-20
O=C(c1cccc(N2C(=O)C3C4C=CC(C4)C3C2=O)c1)N1CCCCCC1 (stereo not given),1.1,-11,-2,/,3,-5,7,-4.1,-2
O=C(NCc1ccco1)c1ccc(Cn2cc([N+](=O)[O-])cn2)o1,-2.2,12,11,-2.6,-1,-10,2,-1.0,2
CCc1ccc(C(=O)NNc2ccc(F)cc2F)cc1,-0.1,-2,-2,-0.8,?,1,-1,-3.4,1
NC(Cc1ccc(O)cc1)c1cn([C@@H](CCC(=O)O)C(=O)N2CCNCC2)nn1 (stereo not given in full),0.6,10,-1,1.0,-5,1,4,-1.7,4
CC(=O)N1CCN(c2ccc(NC(=O)c3ccc4c(c3)OCCO4)cc2Cl)CC1,-1.5,-1,3,/,0,-6,-4,-0.4,-1
O=C(CSc1nc(O)c(C2CCCCC2)c(=O)[nH]1)Nc1ccc(F)cc1,0.3,-6,12,0.1,2,0,1,-2.1,-15
CCOC(=O)c1c(C)[nH]c(C)c1S(=O)(=O)N(C)CC(=O)Nc1cccc(C)n1,-2.0,-8,0,-0.5,7,10,1,-0.2,6
Cc1ccc(N(C(=O)CC2NC(=O)NC2=O)C2(C(=O)NC3CCCC3)CCCCC2)cc1 (stereo not given),-0.2,5,-13,-2.2,-8,1,1,-0.3,-7
CC1(C)CC(n2c(NCCO)nc3c(c2=O)C2(CCCC2)Cc2ccccc2-3)CCO1 (stereo not given),2.2,11,-5,1.2,-18,1,38*,-1.9,-11
Cn1c(Br)nc2c1c(=O)n(CC(O)COc1ccccc1)c(=O)n2C (stereo not given),2.6,-6,-4,-1.1,16,-1,0,-2.5,-4
O=C(N/N=C/c1ccc(OC(=O)c2ccccc2Cl)cc1)c1ccccn1,1.3,11,-15,-2.8,-11,/,2,-3.5,-7
Cc1ccc(C(=O)N/C(=C\Cl)P(=O)(c2ccccc2)c2ccccc2)cc1,-1.2,-8,-1,/,1,6,-2,-1.9,4
O=C(COc1ccc(F)cc1F)NNC(=O)Nc1cccc([N+](=O)[O-])c1,-2.4,0,-8,2.5,3,-8,-2,-1.5,2
O=C(COC(=O)c1cccnc1)Nc1ccc(F)cc1,-0.7,0,4,7.9,3,-8,1,-3.0,0
O=C(CCCn1c(=S)[nH]c2cc3c(cc2c1=O)OCO3)NCc1cccc(Cl)c1,-0.2,7,37,-0.9,-10,-4,0,-0.9,-4
Cc1ccccc1Oc1ccc(S(=O)(=O)NCCC(=O)O)cc1,-0.2,3,-1,-1.5,-1,-4,2,-2.0,10
CC(=O)N1CCN(CC(O)COc2ccc(OCc3ccccc3)cc2)CC1 (stereo not given),1.3,-1,11,-2.2,-8,-3,-1,-0.7,1
CSc1ccccc1C(=O)C1CCCN(S(=O)(=O)c2c(C)noc2C)C1 (stereo not given),-3.0,11,3,/,-2,-3,6,-0.3,-4
Cc1ccc(CNC(=O)C2CCCN(c3nn4c(=O)cc(C)nc4s3)C2)cc1 (stereo not given),2.4,-1,-9,-1.6,3,0,0,-0.4,-5
COC(=O)c1ccc(-c2nc(O)c3cnccn23)cc1,1.1,8,7,9.3,4,-16,-7,-0.6,0

(listing goes on)
mol,Mtb UGM inh,GDH-TPI counter,MazF activator,Mtb BioA inh,BoNT F protease,PrPC surface inh,Mtb FBA inh,FadD28 binding,Rv3671c inh
COCCC(=O)N1CCC(Oc2ccc(C(=O)NCc3ncc(C)[nH]3)cc2)CC1,-1.3,-8,2,-0.6,3,2,0,1.1,4
CN(C)S(=O)(=O)c1cccc(C(=O)Nc2cc(S(=O)(=O)N3CCOCC3)ccc2O)c1,/,3,3,-0.7,3,-5,-2,-3.6,/
COc1cc(Cn2c(=O)c3c(OC)c(C)cnc3n(C)c2=O)cc(OC)c1,-0.1,6,1,-2.1,4,8,-1,-0.3,-12
CN1CCC(N(C)S(=O)(=O)c2ccc(C(C)(C)C)cc2)CC1,-1.9,9,9,-1.4,-6,1,-1,-1.4,-3
CC(C)Nc1nc(NC(C)C)nc(OCCOC(=O)Nc2ccccc2)n1,0.0,-10,1,1.7,-3,11,1,-1.9,3
O=C(CS(=O)(=O)c1c[nH]c2ccccc12)N1CCc2ccccc21,-0.3,8,7,-2.0,6,3,3,-3.2,-1
CCC(C(=O)Nc1ccc2c(c1)OCCO2)c1ccccc1 (stereo not given),0.7,1,-6,0.5,-9,1,1,1.3,-3
Nc1ccc2oc(-c3ccccc3Cl)cc(=O)c2c1O,0.5,1,5,-3.2,-8,6,0,0.0,-1
CC(NC(=O)c1ccc(S(=O)(=O)Nc2ccccc2)cc1)c1ccc(S(N)(=O)=O)cc1 (stereo not given),-0.4,-11,1,10,-11,-1,-1,-4.9,1
COc1ccc(C(=O)Nc2cc(S(=O)(=O)N3CCCCC3)ccc2C)cc1,/,3,4,-0.1,-7,0,4,0.4,/
O=C(NCC(c1ccco1)N1CCN(c2ccccc2)CC1)C(=O)NC1CCCCC1 (stereo not given),0.2,3,0,-1.7,3,-5,-1,-1.8,-4
CC1CN(C(=O)c2ccc(S(=O)(=O)Nc3cccc(C(F)(F)F)c3)cc2)CC(C)O1 (stereo not given),-2.0,9,-2,2.0,?,-3,0,-4.7,-1
Cn1cccc1/C=N/NC(=O)Cc1cccc2ccccc12,-0.9,19,1,/,-2,2,0,2.6,-17
CCCn1c(SCC(=O)NC2CCCCC2)nnc1-c1ccco1,-0.9,10,6,-0.7,-9,-4,-3,-4.1,1
CC1CCN(C(=O)CSc2nc3[nH]ncc3c(=O)[nH]2)CC1,2.0,0,-2,/,-2,12,3,0.0,4
O=C(N/N=C/c1c[nH]c2ccccc12)c1cc(-c2cccc3ccccc23)n[nH]1,-4.7,5,-4,/,-5,-1,-3,1.1,-6
O=C(O)CCC(=O)NNC(=O)CCC(=O)Nc1ccccc1,-2.3,1,10,/,-1,-3,1,0.6,8
COC(=O)c1sc(S(=O)(=O)N2CCC(C(=O)O)CC2)c(C(=O)OC)c1C,-1.6,11,-1,-0.5,-4,-5,-1,-0.7,1
O=C(CN(C1CCCCC1)S(=O)(=O)c1ccc(F)cc1)Nc1ccc2c(c1)OCO2,0.3,2,3,-0.4,-10,2,-1,-4.4,7
S=c1[nH]nc(Cn2cnc3ccccc32)n1-c1ccccc1,1.2,-10,13,-0.6,-5,2,-5,-3.5,1
N#CC(C#N)=CN=c1ccn(Cc2ccc(Cl)cc2Cl)cc1,-4.5,2,13,-2.7,-16,0,-1,-0.5,0
O=C(Nc1nc(-c2ccc3c(c2)OCO3)cs1)c1ccncc1,3.9,-6,-4,0.2,2,3,3,1.5,-3
Cc1cnc(C(=O)NC(Cc2ccccc2)c2ccccc2)cn1 (stereo not given),-0.8,-10,1,-1.2,6,5,-2,-5.0,4
O=C(Nc1ccccc1)C(=O)Nc1ccc2c(c1)N(C(=O)C1CC1)CCC2,-7.1,17,3,-1.2,7,3,4,-1.4,-3
Cn1c(C2CCCN2C(=O)OC(C)(C)C)n[nH]c1=S (stereo not given),-0.1,12,-14,-0.5,-6,-7,1,-1.0,2

Part of the list above in order of count of non-hydrogen atoms, high to low:
mol,Mtb UGM inh,GDH-TPI counter,MazF activator,Mtb BioA inh,BoNT F protease,PrPC surface inh,Mtb FBA inh,FadD28 binding,Rv3671c inh
O=C(CN(C1CCCCC1)S(=O)(=O)c1ccc(F)cc1)Nc1ccc2c(c1)OCO2,0.3,2,3,-0.4,-10,2,-1,-4.4,7
COC(=O)c1sc(S(=O)(=O)N2CCC(C(=O)O)CC2)c(C(=O)OC)c1C,-1.6,11,-1,-0.5,-4,-5,-1,-0.7,1
Cc1cnc(C(=O)NC(Cc2ccccc2)c2ccccc2)cn1 (stereo not given),-0.8,-10,1,-1.2,6,5,-2,-5.0,4

Later entries.
mol,Mtb UGM inh,GDH-TPI counter,MazF activator,Mtb BioA inh,BoNT F protease,PrPC surface inh,Mtb FBA inh,FadD28 binding,Rv3671c inh
CC1CCN(CCc2nc3cc(NC(=O)COc4ccc(Cl)cc4)ccc3n2C)CC1,-1.4,3,6,-0.7,1,-12,8,-3.4,0
Cc1nn(CC(=O)NCc2ccccc2)c(=O)c2ccccc12,1.7,-2,2,-1.8,-3,1,-2,-2.9,10
O=C(Nc1cccc(S(=O)(=O)N2CCOCC2)c1)C1CC1,-3.3,2,4,-0.3,-4,1,1,-0.3,8
Cn1c(CNS(=O)(=O)c2ccc(Cl)cc2)n[nH]c1=S,1.9,5,-3,6.7,7,6,0,-3.9,5
Nc1cc2c(cc1[N+](=O)[O-])OCCOCCOCCO2,1.1,16,2,2.5,6,-22,-9,-1.8,-4
O=C(c1ccc2ncsc2c1)N1CCN(c2cccc(C(F)(F)F)c2)CC1,/,-6,0,3.0,9,2,-1,-6.5,/
Cc1ccc(OC(=O)c2ccc([N+](=O)[O-])cc2Cl)cn1,2.0,-1,0,-0.6,20,-10,3,-1.0,-7
CCc1nnc(NC(=O)CSc2nnc(CNC(=O)c3ccccc3F)n2C)s1,2.5,-6,9,-0.5,-14,-9,-2,-0.2,-7
CC(C)(C)C(=O)Cn1ncc(Br)c(Br)c1=O,/,-5,3,/,-2,-8,0,-3.5,/
CCOC(=O)C1=C(C)OC(N)=C(C#N)C1c1cncc(-c2ccc(F)cc2)c1 (stereo not given),3.9,0,-3,/,-2,6,1,-1.3,-2
CC1(C)Cc2cccc(OCC(=O)N3CCN(c4cccc(Cl)c4)CC3)c2O1,0.1,1,-5,1.0,-3,-6,-1,-0.6,-4
Clc1ccc(CSC(Cn2ccnc2)c2ccc(Cl)cc2Cl)cc1 (stereo not given),-1.9,15,8,7.7,-11,12,4,-10,0
O=C(Nc1cc(S(=O)(=O)N2CCCC2)ccc1OCC(F)(F)F)c1ccc(F)cc1,-0.3,9,1,-3.7,-3,5,4,-0.2,10
Cc1ccc(S(=O)(=O)CCC(=O)OCC(=O)NCC(=O)Nc2cccc(C)c2C)cc1,4.4,-4,1,-1.2,-9,1,7,3.4,0
CC(=O)Nc1ccc(S(=O)(=O)NCCSCc2cccc(Cl)c2)cc1,1.6,-12,3,1.6,3,12,0,-6.3,-8
CCc1ccc(-c2nc(CSCC(=O)N3CCN(c4ncccn4)CC3)c(C)o2)cc1,0.1,-2,-5,-4.1,-14,2,13,0.0,-1
COCCNC(=O)CCn1nc(-c2ccc(Cl)cc2)c2ccccc2c1=O,0.0,-14,-3,12,4,/,0,-3.3,-1
COc1ccc2nc3oc(C(=O)N4CCN(c5ccccc5F)CC4)cc3cc2c1,2.3,6,5,3.1,-1,2,7,-2.1,-5
CCOC(=O)Cc1csc(SCC(=O)N2CCN(c3ccccc3)CC2)n1,-3.7,16,7,-4.5,0,2,2,-0.3,0
O=C(Nc1ccc(Nc2ccccc2)cc1)C1CC1,-0.6,0,9,-0.5,-33,10,2,-2.4,-1
Cc1oc2ccc(OCc3ccc(Cl)cc3)cc2c1C(=O)O,-2.0,-9,-3,-0.5,0,7,6,-4.0,-5
CCOC(=O)C1CCCN(C(=O)C2CCN(S(=O)(=O)c3cccs3)CC2)C1 (stereo not given),-1.3,10,-1,-0.5,4,7,3,-3.8,6
COc1cccc(NC(=S)NC(=O)Cc2ccccc2)c1,4.5,2,1,/,3,3,-1,0.2,0

Assay outcomes as filed in PubChem.
